CHRM5 antagonist – blocks acetylcholine activation of human M5 receptor; CHO-hM5 cells, Fluo-8 calcium fluorescence, ACh EC80; inhibition, % at 3 µM; hit rate 0.59% among 360,000;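 active = inhibition above a per-plate cutoff, the mean of that plate's test compounds plus 3 SD, cut at about 27% in these data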;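 note: 0% = acetylcholine EC80 with DMSO and 100% = DMSO without agonist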
Target sequence (P08912 whole entry, looked up): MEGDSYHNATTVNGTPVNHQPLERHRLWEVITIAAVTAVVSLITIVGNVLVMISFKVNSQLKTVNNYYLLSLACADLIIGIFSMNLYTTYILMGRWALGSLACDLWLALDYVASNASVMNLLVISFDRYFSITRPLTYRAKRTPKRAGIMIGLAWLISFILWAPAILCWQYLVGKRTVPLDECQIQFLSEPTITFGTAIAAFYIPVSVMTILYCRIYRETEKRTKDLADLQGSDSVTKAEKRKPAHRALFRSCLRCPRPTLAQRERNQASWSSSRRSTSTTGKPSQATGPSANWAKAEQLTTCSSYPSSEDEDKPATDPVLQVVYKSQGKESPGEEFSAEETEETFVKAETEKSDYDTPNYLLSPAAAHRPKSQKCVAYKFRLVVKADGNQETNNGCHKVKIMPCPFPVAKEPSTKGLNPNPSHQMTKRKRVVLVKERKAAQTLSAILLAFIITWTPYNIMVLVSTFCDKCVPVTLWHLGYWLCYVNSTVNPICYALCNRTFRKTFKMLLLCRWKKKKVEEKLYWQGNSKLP
CHRM5 PAM – CHRM5 positive allosteric modulation; P08912; CHO-K1 hM5, Fluo-8 calcium, ACh EC20 PAM; 0% = ACh EC20, 100% = ACh EC100; activation, % at 3 µM; hit rate 0.3% among 360,000; AID 624038;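 active = activation above the run cutoff, the mean activation of all test compounds plus 3 SD, cut at about 18% in these data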
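Assay system: CHO-K1 hM5 cells / Incubation: Fluo-8 loading 80 min at 37 °C plus 30 min room temperature / Technique: Fluo-8 calcium dye fluorescence, kinetic read / Repeats: single replicate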
M5 ag – agonists of human muscarinic M5 receptor (CHRM5); P08912; CHO-K1 hM5 cells, Fluo-8 calcium fluorescence; 0% DMSO wells, 100% maximal acetylcholine response; activation, % at 3 µM; hit rate 0.19% among 360,000;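 active = activation above the run's mean over test compounds plus 3 SD, cut at about 23% in these data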;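 note: signal is peak over basal fluorescence ratio across the kinetic read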
CHO-K1 Ca PAM – M1 PAM counterscreen hit in parental CHO-K1 cells; ATP EC20, Fluo-8 calcium fluorescence; 0% at ATP EC20, 100% at ATP max; AID 602247; activation, % at 3 µM; hit rate 0.02% among 360,000;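 active = activation above the run cutoff, the mean activation of all test compounds plus 3 SD, cut at about 40% in these data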;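 note: peak over basal fluorescence ratio in a 140 s read after ATP addition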
M4 PAM – potentiates acetylcholine response at human M4 receptor; CHO-K1 hM4/Gqi5, Fluo-8 calcium fluorescence, ACh EC20; 0% = ACh EC20, 100% = maximal ACh; hit rate 0.4% among 360,000; AID 624126; activation, % at 3 µM;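 active = activation above its plate's cutoff, the mean activation of sample wells plus 3 SD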; note: some results filed as inactive read as strong as hits
Target sequence (P08173 whole entry, looked up): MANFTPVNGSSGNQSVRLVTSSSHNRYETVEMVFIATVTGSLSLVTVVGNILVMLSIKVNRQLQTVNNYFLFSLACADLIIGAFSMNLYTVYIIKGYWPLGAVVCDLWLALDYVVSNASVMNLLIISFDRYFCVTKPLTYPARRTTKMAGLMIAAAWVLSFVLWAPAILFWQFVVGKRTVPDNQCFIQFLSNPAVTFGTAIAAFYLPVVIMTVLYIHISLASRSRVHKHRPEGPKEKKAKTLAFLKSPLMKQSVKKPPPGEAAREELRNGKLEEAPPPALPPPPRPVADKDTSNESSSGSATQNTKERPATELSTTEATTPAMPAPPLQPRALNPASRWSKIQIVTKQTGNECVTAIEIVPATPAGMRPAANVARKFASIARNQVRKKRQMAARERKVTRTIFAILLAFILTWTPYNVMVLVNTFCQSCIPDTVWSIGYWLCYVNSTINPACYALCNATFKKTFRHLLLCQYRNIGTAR
M4 antag – blocks acetylcholine activation of human M4 receptor. P08173. CHO-hM4 cells, ACh EC80, Fluo-8 calcium fluorescence. inhibition, % at 3 µM. hit rate 0.73% among 360,000. AID 624125;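 active = inhibition above its plate's cutoff, the mean inhibition of sample wells plus 3 SD, cut at about 27% in these data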;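 note: 0% = acetylcholine EC80 with DMSO and 100% = DMSO without agonist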
M4 ag – CHRM4 agonism in calcium assay | P08173 | CHO-K1 hM4/Gqi5, Fluo-8 calcium fluorescence; vehicle 0%, full acetylcholine response 100% | activation, % at 3 µM | hit rate 0.14% among 360,000;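 active = activation above the run mean over all test wells plus 3 SD, cut at about 32% in these data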;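 note: peak over basal fluorescence ratio per well then scaled between controls; 0% = DMSO wells and 100% = acetylcholine at EC100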
CHO-K1 Ca antag – counter-screen for M1 antagonists: effect in parental CHO-K1 cells. inhibition, % at 3 µM. ATP-induced calcium, Fluo-8 fluorescence. hit rate 0.6% among 360,000. AID 602250;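 active = inhibition above a per-plate cutoff, the plate's mean sample inhibition plus 3 SD, cut at about 24% in these data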;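 note: 0% = DMSO plus EC80 ATP and 100% = DMSO alone without ATP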
M1 ag parental – nonselective activator or artifact in parental CHO-K1 cells. Fluo-8 calcium fluorescence; scaled to maximal ATP response, vehicle zero. activation, % at 3 µM. hit rate 0.48% among 360,000. AID 602248; in the data active = activation above about 15%;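 note: untransfected CHO-K1 host cells lacking M1 receptor as counterscreen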
* hit, by the source's call.

Results for O=c1c2ccccc2nc(SCCN2CCOCC2)n1CCc1ccccc1 ?
CHRM5 antagonist: 9; CHRM5 PAM: -15; M5 ag: 1; CHO-K1 Ca PAM: 14; M4 PAM: -8; M4 antag: 4; M4 ag: 7; CHO-K1 Ca antag: 3; M1 ag parental: 3.0

Results for N#CCCN(C(=O)c1cc2c(s1)-c1ccccc1S(=O)(=O)C2)c1ccccc1 ?
CHRM5 antagonist: -3; CHRM5 PAM: -4; M5 ag: -5; CHO-K1 Ca PAM: 11; M4 PAM: 0; M4 antag: -12; M4 ag: 2; CHO-K1 Ca antag: 3; M1 ag parental: -0.4

Results for CCN(C[C@H]1N[C@@](C)(C(=O)OC)[C@H]2C(=O)N(C)C(=O)[C@@H]12)C(=O)c1ccc(C)cc1 ?
CHRM5 antagonist: -11; CHRM5 PAM: 1; M5 ag: -1; CHO-K1 Ca PAM: 13; M4 PAM: 9; M4 antag: -19; M4 ag: 1; CHO-K1 Ca antag: -10; M1 ag parental: 0.3

What do the screens show for `CCS(=O)(=O)N1Cc2ccccc2CC1C(=O)Nc1nc2ccccc2[nH]1` (stereo unspecified)?
CHRM5 antagonist: 5; CHRM5 PAM: -2; M5 ag: -2; CHO-K1 Ca PAM: 8; M4 PAM: -2; M4 antag: 6; M4 ag: 2; CHO-K1 Ca antag: 3; M1 ag parental: 0.9

How did COc1c(O)c(=O)n2c3ccccc3c3ccnc1c32 do in these assays?
CHRM5 antagonist: 0; CHRM5 PAM: 7; M5 ag: 2; CHO-K1 Ca PAM: 7; M4 PAM: 3; M4 antag: 3; M4 ag: 0; CHO-K1 Ca antag: 1; M1 ag parental: -0.2

Results for O=C(Nc1nc2cc3c(cc2s1)OCCO3)C1CCCCC1 ?
CHRM5 antagonist: 5; CHRM5 PAM: -2; M5 ag: 5; CHO-K1 Ca PAM: 4; M4 PAM: -1; M4 antag: 3; M4 ag: 1; CHO-K1 Ca antag: -8; M1 ag parental: 1.1

What do the screens show for `COc1ccccc1-c1csc(C(O)c2ccccc2)n1` (stereo unspecified)?
CHRM5 antagonist: 6; CHRM5 PAM: 6; M5 ag: 0; CHO-K1 Ca PAM: -19; M4 PAM: -4; M4 antag: 0; M4 ag: 1; CHO-K1 Ca antag: 23; M1 ag parental: -1.3

Results for COc1cccc(OC)c1C(=O)Nc1ccc(S(=O)(=O)Nc2cc(C)nc(C)n2)cc1 ?
CHRM5 antagonist: 3; CHRM5 PAM: 0; M5 ag: -4; CHO-K1 Ca PAM: 10; M4 PAM: 3; M4 antag: 0; M4 ag: 1; CHO-K1 Ca antag: -9; M1 ag parental: 0.5

Results for COc1ccc2c(=O)c3c(=O)n(Cc4ccccc4)c(C(C)C)nc3oc2c1 ?
CHRM5 antagonist: -2; CHRM5 PAM: 8; M5 ag: 2; CHO-K1 Ca PAM: 13; M4 PAM: 1; M4 antag: 6; M4 ag: 0; CHO-K1 Ca antag: -9; M1 ag parental: 1.2

How did O=C(NNC(=O)c1ccccc1O)c1cccc(Br)c1 do in these assays?
CHRM5 antagonist: -1; CHRM5 PAM: -10; M5 ag: 4; CHO-K1 Ca PAM: -1; M4 PAM: -8; M4 antag: -2; M4 ag: 2; CHO-K1 Ca antag: -3; M1 ag parental: 1.1

Results for CC1(C)C(=O)NC(=O)N1Cc1ccccc1 ?
CHRM5 antagonist: 14; CHRM5 PAM: -1; M5 ag: 1; CHO-K1 Ca PAM: 3; M4 PAM: 0; M4 antag: 4; M4 ag: 0; CHO-K1 Ca antag: -2; M1 ag parental: 0.4

How did O=C(Nc1nc2cc3c(cc2s1)OCO3)C1=COCCO1 do in these assays?
CHRM5 antagonist: -2; CHRM5 PAM: -2; M5 ag: 8; CHO-K1 Ca PAM: 21; M4 PAM: 0; M4 antag: -9; M4 ag: 3; CHO-K1 Ca antag: -1; M1 ag parental: 2.3

Results for CCn1c(CNC(=O)c2ccccc2F)nnc1SCCOc1ccccc1 ?
CHRM5 antagonist: -1; CHRM5 PAM: 11; M5 ag: 1; CHO-K1 Ca PAM: 8; M4 PAM: 6; M4 antag: 9; M4 ag: 2; CHO-K1 Ca antag: -9; M1 ag parental: 1.2

How did CN(CCNC(=O)C1CCN(S(=O)(=O)N2CCOCC2)CC1)CCc1ccccc1 do in these assays?
CHRM5 antagonist: -4; CHRM5 PAM: 0; M5 ag: -3; CHO-K1 Ca PAM: 11; M4 PAM: -4; M4 antag: 1; M4 ag: 0; CHO-K1 Ca antag: -2; M1 ag parental: 0.4

What do the screens show for `Cc1ccccc1CC(=O)Nc1ccc(S(=O)(=O)N2CCOCC2)cc1`?
CHRM5 antagonist: 13; CHRM5 PAM: -10; M5 ag: -3; CHO-K1 Ca PAM: -21; M4 PAM: -4; M4 antag: 11; M4 ag: 2; CHO-K1 Ca antag: 5; M1 ag parental: 0.7

How did CSc1ccc(CN(C)C(C)C(=O)NCc2ccccc2)cc1 (stereo unspecified) do in these assays?
CHRM5 antagonist: 6; CHRM5 PAM: 0; M5 ag: -9; CHO-K1 Ca PAM: 13; M4 PAM: -5; M4 antag: 5; M4 ag: -1; CHO-K1 Ca antag: -8; M1 ag parental: 2.4

How did CC1CCCCN1Cc1c(O)ccc2c(=O)c(-c3ccc(Br)cc3)coc12 (stereo unspecified) do in these assays?
CHRM5 antagonist: 11; CHRM5 PAM: 1; M5 ag: -3; CHO-K1 Ca PAM: 22; M4 PAM: -4; M4 antag: 1; M4 ag: 5; CHO-K1 Ca antag: -15; M1 ag parental: 0.6

What do the screens show for `Cc1ccc2nc(C(=O)N3CCCC(Nc4ccc(F)cc4)C3)cn2c1` (stereo unspecified)?
CHRM5 antagonist: -2; CHRM5 PAM: 2; M5 ag: -2; CHO-K1 Ca PAM: 6; M4 PAM: 4; M4 antag: -8; M4 ag: 2; CHO-K1 Ca antag: -20; M1 ag parental: 0.8

What do the screens show for `COc1ccc(CNC(=O)c2cc(S(=O)(=O)N3CCCCC3)ccc2N2CCOCC2)cc1OC`?
CHRM5 antagonist: 11; CHRM5 PAM: -3; M5 ag: -1; CHO-K1 Ca PAM: -19; M4 PAM: 5; M4 antag: -10; M4 ag: 0; CHO-K1 Ca antag: 5; M1 ag parental: -0.6

Results for COCCNc1ncnc2c1cnn2Cc1ccc(Cl)cc1 ?
CHRM5 antagonist: 13; CHRM5 PAM: -19; M5 ag: 3; CHO-K1 Ca PAM: 5; M4 PAM: -4; M4 antag: -13; M4 ag: 12; CHO-K1 Ca antag: 5; M1 ag parental: 3.9

A section from the list above, for reference:
What do the screens show for `Cc1ccccc1CC(=O)Nc1ccc(S(=O)(=O)N2CCOCC2)cc1`?
CHRM5 antagonist: 13; CHRM5 PAM: -10; M5 ag: -3; CHO-K1 Ca PAM: -21; M4 PAM: -4; M4 antag: 11; M4 ag: 2; CHO-K1 Ca antag: 5; M1 ag parental: 0.7

How did CSc1ccc(CN(C)C(C)C(=O)NCc2ccccc2)cc1 (stereo unspecified) do in these assays?
CHRM5 antagonist: 6; CHRM5 PAM: 0; M5 ag: -9; CHO-K1 Ca PAM: 13; M4 PAM: -5; M4 antag: 5; M4 ag: -1; CHO-K1 Ca antag: -8; M1 ag parental: 2.4

How did CC1CCCCN1Cc1c(O)ccc2c(=O)c(-c3ccc(Br)cc3)coc12 (stereo unspecified) do in these assays?
CHRM5 antagonist: 11; CHRM5 PAM: 1; M5 ag: -3; CHO-K1 Ca PAM: 22; M4 PAM: -4; M4 antag: 1; M4 ag: 5; CHO-K1 Ca antag: -15; M1 ag parental: 0.6

What do the screens show for `Cc1ccc2nc(C(=O)N3CCCC(Nc4ccc(F)cc4)C3)cn2c1` (stereo unspecified)?
CHRM5 antagonist: -2; CHRM5 PAM: 2; M5 ag: -2; CHO-K1 Ca PAM: 6; M4 PAM: 4; M4 antag: -8; M4 ag: 2; CHO-K1 Ca antag: -20; M1 ag parental: 0.8

What do the screens show for `COc1ccc(CNC(=O)c2cc(S(=O)(=O)N3CCCCC3)ccc2N2CCOCC2)cc1OC`?
CHRM5 antagonist: 11; CHRM5 PAM: -3; M5 ag: -1; CHO-K1 Ca PAM: -19; M4 PAM: 5; M4 antag: -10; M4 ag: 0; CHO-K1 Ca antag: 5; M1 ag parental: -0.6

Results for COCCNc1ncnc2c1cnn2Cc1ccc(Cl)cc1 ?
CHRM5 antagonist: 13; CHRM5 PAM: -19; M5 ag: 3; CHO-K1 Ca PAM: 5; M4 PAM: -4; M4 antag: -13; M4 ag: 12; CHO-K1 Ca antag: 5; M1 ag parental: 3.9

Following part:
What do the screens show for `Cc1ccc(NC(=O)c2cc(C)nn2-c2ccccc2)cc1`?
CHRM5 antagonist: -6; CHRM5 PAM: 6; M5 ag: -2; CHO-K1 Ca PAM: 4; M4 PAM: 7; M4 antag: -9; M4 ag: 0; CHO-K1 Ca antag: 5; M1 ag parental: -0.7

How did Cc1ccccc1NC(=O)C(C)c1cccc(C(=O)c2ccccc2)c1 (stereo unspecified) do in these assays?
CHRM5 antagonist: -5; CHRM5 PAM: -3; M5 ag: 2; CHO-K1 Ca PAM: -2; M4 PAM: 1; M4 antag: 5; M4 ag: 3; CHO-K1 Ca antag: -14; M1 ag parental: 2.2

Results for CCOC(=O)N1CCN(C(=O)COC(=O)CN(C)S(=O)(=O)c2ccc(NC(C)=O)cc2)CC1 ?
CHRM5 antagonist: -7; CHRM5 PAM: 4; M5 ag: -4; CHO-K1 Ca PAM: 25; M4 PAM: 3; M4 antag: 1; M4 ag: 1; CHO-K1 Ca antag: -8; M1 ag parental: 0.8

What do the screens show for `O=C(Cn1ccccc1=O)NCc1ccc(F)cc1`?
CHRM5 antagonist: 14; CHRM5 PAM: -6; M5 ag: -3; CHO-K1 Ca PAM: 0; M4 PAM: -4; M4 antag: 0; M4 ag: 1; CHO-K1 Ca antag: 0; M1 ag parental: 0.2

What do the screens show for `COc1ccccc1-n1c(SCC(=O)NCC2CCCO2)nc2c([nH]c3ccccc32)c1=O` (stereo unspecified)?
CHRM5 antagonist: 15; CHRM5 PAM: 3; M5 ag: -3; CHO-K1 Ca PAM: -5; M4 PAM: -1; M4 antag: 9; M4 ag: 2; CHO-K1 Ca antag: -5; M1 ag parental: 0.4

Results for CCN1CCN(c2ccc(NC(=O)c3ccc(OC)c(S(=O)(=O)N4CCCC4)c3)cc2)CC1 ?
CHRM5 antagonist: 22; CHRM5 PAM: -19; M5 ag: -10; CHO-K1 Ca PAM: -12; M4 PAM: -1; M4 antag: 13; M4 ag: 0; CHO-K1 Ca antag: 3; M1 ag parental: 0.0

What do the screens show for `Cc1cc(C(=O)Cn2c(CO)nc3ccccc32)c(C)n1C`?
CHRM5 antagonist: 7; CHRM5 PAM: 4; M5 ag: 3; CHO-K1 Ca PAM: 12; M4 PAM: 1; M4 antag: -3; M4 ag: 1; CHO-K1 Ca antag: -3; M1 ag parental: 0.7

What do the screens show for `COc1cccc(CNC(=O)COC(=O)CN(C)S(=O)(=O)c2ccc(NC(C)=O)cc2)c1`?
CHRM5 antagonist: 21; CHRM5 PAM: -4; M5 ag: -4; CHO-K1 Ca PAM: 6; M4 PAM: 1; M4 antag: 6; M4 ag: 1; CHO-K1 Ca antag: -10; M1 ag parental: 1.4

Screens from PubChem.
